# Platelet DG rel – inhibitors of platelet dense granule secretion, primary screen, cell-based, MLPCN, human platelets; human platelet-rich plasma, SFLLRN dense granule ATP release, luminescence; inhibition, %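 (compounds screened at 7.5 µM in platelet-rich plasma)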; 300,000 tested, 0.22% active;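 active = mean replicate score, as percent of positive control, at or above 50; inconclusive = mean below 50 but at least one replicate at or above 50; inactive = mean and every replicate below 50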
# KCNQ1 pot – potentiators or activators of KCNQ1 channel, primary screen, cell-based, thallium flux, high-throughput | Potassium voltage-gated channel subfamily KQT member 1 (Homo sapiens), P51787 | B-score at 10 µM | CHO-K1 KCNQ1, thallium flux FluxOR fluorescence; stronger effect = higher value | 310,000 tested, 0.35% active | AID 2648, 2010;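 active = fluorescence ratio B-score, a plate-corrected score, at least three library SD, with initial intensity B-score within 5 SD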
# Target sequence (P51787 whole entry, looked up): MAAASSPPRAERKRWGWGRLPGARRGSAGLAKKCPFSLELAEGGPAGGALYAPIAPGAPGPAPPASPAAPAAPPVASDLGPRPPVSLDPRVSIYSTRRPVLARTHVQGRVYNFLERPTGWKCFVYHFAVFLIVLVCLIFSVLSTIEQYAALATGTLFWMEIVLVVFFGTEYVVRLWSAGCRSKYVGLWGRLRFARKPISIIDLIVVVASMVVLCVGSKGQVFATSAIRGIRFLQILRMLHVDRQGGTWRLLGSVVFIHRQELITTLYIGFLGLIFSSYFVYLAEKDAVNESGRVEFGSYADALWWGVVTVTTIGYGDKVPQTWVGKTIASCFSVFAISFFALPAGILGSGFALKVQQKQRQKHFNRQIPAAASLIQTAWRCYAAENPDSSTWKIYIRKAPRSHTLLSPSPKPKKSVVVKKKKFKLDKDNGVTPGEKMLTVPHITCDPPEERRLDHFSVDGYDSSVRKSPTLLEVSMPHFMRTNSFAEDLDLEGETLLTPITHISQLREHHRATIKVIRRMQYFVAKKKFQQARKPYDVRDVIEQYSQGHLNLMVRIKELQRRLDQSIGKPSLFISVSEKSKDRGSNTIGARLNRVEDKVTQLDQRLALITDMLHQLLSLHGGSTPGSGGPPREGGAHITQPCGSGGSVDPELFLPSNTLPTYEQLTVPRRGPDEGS
#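 assay system = KCNQ1-transfected CHO-K1 cells | medium = assay buffer with matched DMSO | probe or stimulus = depolarizing K+/Tl+ stimulus, K2SO4 and Tl2SO4 each 12.5 mM in 5x stock | dosing = single dose | incubation = dye 90 min, compound 20 min, room temperature | detection = kinetic FluxOR fluorescence, 10 s baseline plus 110 s post-stimulus | evaluation = ratio B score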
# KCNK3 inh – human KCNK3 channel inhibitors, primary screen, CHO cells, FluxOR thallium flux, B-score; AID 602410, 2012; B-score at 10 µM; 340,000 tested, 0.84% active; Potassium channel subfamily K member 3 (Homo sapiens), O14649; FluxOR fluorescence; stronger effect = lower value;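 active = B-score under library mean minus 4 SD, starting fluorescence ratio at most library mean plus 5 SD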;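 note: more negative B-score means stronger inhibition of thallium flux through KCNK3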
# Target sequence (O14649 whole entry, looked up): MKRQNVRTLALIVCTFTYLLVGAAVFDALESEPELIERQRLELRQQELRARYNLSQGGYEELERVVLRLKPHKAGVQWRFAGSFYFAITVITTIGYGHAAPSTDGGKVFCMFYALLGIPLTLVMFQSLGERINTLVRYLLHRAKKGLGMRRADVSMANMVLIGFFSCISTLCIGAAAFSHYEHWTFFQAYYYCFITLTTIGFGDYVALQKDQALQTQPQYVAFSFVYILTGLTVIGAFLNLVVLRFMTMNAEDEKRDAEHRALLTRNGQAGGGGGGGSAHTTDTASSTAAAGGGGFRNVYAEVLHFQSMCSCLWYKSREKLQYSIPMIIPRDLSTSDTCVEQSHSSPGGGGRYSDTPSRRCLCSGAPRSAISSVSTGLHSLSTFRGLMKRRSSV
# KCNQ1 inh – inhibitors of human KCNQ1 channel, primary screen, cell-based, thallium flux, high-throughput; Potassium voltage-gated channel subfamily KQT member 1 (Homo sapiens), P51787; CHO-K1 KCNQ1, FluxOR thallium flux fluorescence; stronger effect = higher value; B-score at 10 µM; 310,000 tested, 1.3% active; AID 2642, 2010;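 active = compounds whose thallium flux B-score, printed positive for inhibition, exceeds three library SD while starting fluorescence stays within three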;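 note: channel opened by potassium depolarization with thallium stimulus after 20 min compound exposure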
# hERG rescue – hERG rescue from dofetilide block, primary screen, cell-based, CHO-hERG, FluxOR thallium flux, dofetilide IC70 | Voltage-gated inwardly rectifying potassium channel KCNH2 (Homo sapiens), Q12809 | dofetilide IC70 present | activation (rescue from dofetilide block), less the hit threshold, % at 10 µM | 310,000 tested, 0.51% active | AID 1511, 2009;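 active = activation above the mean of controls blocked by dofetilide plus 5 SD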;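 note: thallium influx through hERG after potassium depolarization seen as dye fluorescence rise; in these data hits start at about 4.7%; inactives centre near -7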
# KCNK9 block – KCNK9 potassium channel inhibitors, primary screen, HEK293 cells, thallium flux; Potassium channel subfamily K member 9 (Homo sapiens), Q9NPC2; FluxOR thallium flux fluorescence; stronger effect = lower value; B-score at 10 µM; 310,000 tested, 1.2% active; AID 488922, 2010;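 active = ratio B-score over 3 SD below the library mean, with starting fluorescence within 5 SD of its mean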;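 note: negative B-score means less thallium flux so channel inhibition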
# TRPC4 PAM – positive allosteric modulators of TRPC4, primary screen, cell-based, mouse TRPC4beta, HEK293 mu-opioid, Fluo-4 calcium. Short transient receptor potential channel 4 (Mus musculus), Q9QUQ5. DAMGO EC20, Fluo-4 Ca2+ flux; stronger effect = higher value. B-score at 10 µM. 310,000 tested, 0.42% active. AID 2227, 2009;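 active = B-score of calcium response area above 5 SD of library B-scores, with initial fluorescence ratio within 5 SD of library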;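 note: B-score of integrated fluorescence ratio over time as area under calcium response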
# TRPC4 block – inhibitors of mouse TRPC4 channel, primary screen, Fluo4 calcium, HEK293 TRPC4beta/mu-opioid cells. DAMGO-evoked Fluo4 calcium flux; stronger effect = lower value. B-score at 10 µM. AID 2247, 2010. 300,000 tested, 0.39% active. Short transient receptor potential channel 4 (Mus musculus), Q9QUQ5;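 active = B-score over 3 SD under the library average, no early fluorescence shift, positive overall ratio signal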
#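 Material: HEK293 cells with stable TRPC4beta plus mu-opioid receptor expression / Probe or stimulus: DAMGO in two steps, submaximal then maximal / Compound: single concentration per test compound / Technique: kinetic Fluo4 fluorescence imaging of calcium influx / Read-out: per-well B score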
# TRPC4 act – activators of mouse TRPC4 channel, primary screen, Fluo4 calcium, HEK293 TRPC4beta/mu-opioid cells | AID 2237, 2010 | B-score at 10 µM | Fluo4 calcium fluorescence; stronger effect = higher value | 310,000 tested, 0.49% active | Short transient receptor potential channel 4 (Mus musculus), Q9QUQ5;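 active = B-score above 5 SD of library B-scores, and initial fluorescence ratio not above library mean plus 5 SD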;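 note: positive B-score marks a calcium rise read as TRPC4 activation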
#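 Test system: HEK293 cells stably co-expressing mouse TRPC4beta and mu-opioid receptor | Schedule: Fluo4 dye loading 45 min at room temperature, 110 s recording | Measured by: Kinetic Fluo4 calcium fluorescence, 5 s baseline at 1 Hz | Evaluation: B score of integrated ratio | Controls: Buffer (low) and maximal DAMGO (high)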
# DYRK1A inh – rat Dyrk1A kinase inhibitors, primary screen, biochemical, single point, plate reader; Dual specificity tyrosine-phosphorylation-regulated kinase 1A (Rattus norvegicus), Q63470; ADP-Glo luminescence, NFATc1 peptide; inhibition, % at 12.5 µM; 310,000 tested, 0.43% active; in the data active = inhibition above about 50%;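 note: plate controls were vehicle with enzyme for no effect and no enzyme for full effect; many of its hits are not listed in these tables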
# PolyA inh – polyadenylation inhibitors in yeast reporter cells, primary screen, luminescence, S. cerevisiae. S. cerevisiae SKY197-pL101 polyadenylation reporter, beta-gal luminescence; efflux-impaired pdr1/pdr3 knockout yeast; score 100 = 6 SD above DMSO. calls only at 12 µM. 300,000 tested, 0.02% active;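 active = lowest replicate activity score at least 50, where 100 means six control SD above control mean; inconclusive = lowest score under 50 but half or more replicates reach 50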;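 note: yeast exposed to compound for 9 h at 30 °C; higher score means more reporter readthrough which indicates perturbed polyadenylation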
# The depositor's hits bear a star; i = inactive; ? = inconclusive; · = no result given. Some of the compounds tested (hit frequency here may not be typical).
cpd	SMILES	Platelet DG rel	KCNQ1 pot	KCNK3 inh	KCNQ1 inh	hERG rescue	KCNK9 block	TRPC4 PAM	TRPC4 block	TRPC4 act	DYRK1A inh	PolyA inh
1	O=C(Nc1cc2cccc([N+](=O)[O-])c2oc1=O)c1cccs1	-3.0	i	i	i	-8.3	i	i	i	i	1.5	i
2	O=C(/C=C/c1ccccc1[N+](=O)[O-])c1ccc(F)cc1	-0.4	i	i	i	-1.9	i	i	i	i	-3.4	i
3	Fc1ccc(NC(=S)N2CCN(c3cccc(C(F)(F)F)c3)CC2)cc1	-0.4	i	i	i	-0.8	i	i	i	i	-2.6	i
4	COc1ccccc1NC(=O)N(Cc1ccc2c(c1)OCO2)Cc1nc2ccccc2c(=O)[nH]1	1.8	i	i	i	-1.2	i	i	i	i	-1.1	i
5	CC(C)c1ccc(N2CC(C(=O)Nc3nccs3)CC2=O)cc1 (centres undefined)	4.3	i	i	i	2.4	i	i	i	i	-4.3	i
6	Cc1ccc(N=Cc2c(O)c3ccccc3n(C)c2=O)cc1	14.9	i	i	i	-5.0	i	i	i	i	27.6	i
7	COc1cccc(Nc2nc3cc(OC)ccc3cc2C#N)c1	9.7	i	i	i	-9.1	i	i	i	i	3.3	i
8	CCOC(=O)Cn1cnc2c(cnn2-c2ccccc2)c1=O	-3.0	i	i	i	-2.8	i	i	i	i	0.5	i
9	CCOc1cc(C)c(C(C)C)cc1S(=O)(=O)NCc1ccccn1	2.6	i	i	i	-3.3	i	i	i	i	3.6	i
10	CCOC(=O)Nc1ccc(OC)cc1S(=O)(=O)N1CCCCC1	-1.1	i	i	i	-4.7	i	i	i	i	-3.0	i
11	CC(C)CC(=O)N(Cc1ccc(F)cc1)C1CCS(=O)(=O)C1 (centres undefined)	3.7	i	i	i	0.9	i	i	i	i	-0.1	i
12	CCC(C)NC(=O)/C=C1\Sc2ccccc2NC1=O (centres undefined)	-15.5	i	i	i	-3.0	i	i	i	i	-8.2	i
13	CCn1c(SCC(=O)Nc2ccc(C(=O)OC)cc2)nnc1-c1cccs1	8.8	i	i	i	-11.2	i	i	i	i	-4.6	·
14	COc1ccc(CCNC(=O)CCc2ccc(S(=O)(=O)NCC(C)C)cc2)cc1OC	-1.6	i	i	i	-5.5	i	i	i	i	2.5	i
15	CC1(C)Cc2c(sc(/N=C/N3CCCCCC3)c2C#N)C(C)(C)N1	0.5	i	i	i	-10.5	i	i	i	i	-0.9	i

# Molecules shown so far with a cyano group (2):
cpd	SMILES	Platelet DG rel	KCNQ1 pot	KCNK3 inh	KCNQ1 inh	hERG rescue	KCNK9 block	TRPC4 PAM	TRPC4 block	TRPC4 act	DYRK1A inh	PolyA inh
7	COc1cccc(Nc2nc3cc(OC)ccc3cc2C#N)c1	9.7	i	i	i	-9.1	i	i	i	i	3.3	i
15	CC1(C)Cc2c(sc(/N=C/N3CCCCCC3)c2C#N)C(C)(C)N1	0.5	i	i	i	-10.5	i	i	i	i	-0.9	i

# Next section.
cpd	SMILES	Platelet DG rel	KCNQ1 pot	KCNK3 inh	KCNQ1 inh	hERG rescue	KCNK9 block	TRPC4 PAM	TRPC4 block	TRPC4 act	DYRK1A inh	PolyA inh
16	Cc1cc(-c2ccc(C(C)C)c(S(=O)(=O)N3CCC(C)CC3)c2)on1	-2.4	i	-16.6*	15*	-5.5	-17*	i	i	i	-2.9	i
17	Cc1[nH]c2ccccc2c1C(c1ccncc1)N1CCN(c2ccc(F)cc2)CC1 (centres undefined)	12.9	i	i	i	-6.9	i	i	i	i	-1.3	i
18	COc1ccc(Br)cc1CNc1ccc2[nH]c(=O)[nH]c2c1	-2.4	i	i	i	-8.7	i	i	i	i	1.8	i
19	Cc1ccc(N2CCN(C(=O)NC3CCCCC3)CC2)c(C)c1	-5.1	i	i	i	-4.0	i	i	i	i	·	i
20	O=C(Nc1ccc2c(c1)OCO2)Nc1ccccc1F	?	i	i	i	-8.7	i	i	i	i	-3.5	i
21	CN(c1ccccc1)c1nc(N)c([N+](=O)[O-])c(NCc2ccco2)n1	-48.0	i	i	i	-1.2	i	i	i	i	-0.5	i
22	CS(=O)(=O)N1N=C(c2ccco2)CC1c1cccc([N+](=O)[O-])c1 (centres undefined)	7.1	i	i	i	-11.1	i	i	i	i	4.5	i
23	COc1cccc(OCc2cc(C(=O)NCc3cnc4ccccn34)no2)c1	0.2	i	i	i	-7.1	i	i	i	i	3.3	i
24	O=C(CSc1nc2ccccc2[nH]1)c1cccs1	-5.0	i	i	i	-9.4	i	i	i	i	-1.4	i
25	Cc1noc(C)c1S(=O)(=O)N1CCCC(C(=O)c2cccc(OC(C)C)c2)C1 (centres undefined)	-4.5	i	i	i	-19.8	i	i	i	i	2.5	i
26	CC1(c2ccc3ccccc3c2)NC(=O)N(CC(=O)N2CCC(C(N)=O)CC2)C1=O (centres undefined)	-1.0	i	i	i	-10.5	i	i	i	i	3.7	i
27	C[C@@]12CCC3[C@@](CC[C@@H]4[C@](C)(C(=O)O)CCC[C@@]34C)(C[C@H]1O)C2 (some centres undefined)	-3.0	i	i	i	-3.8	i	i	i	i	-0.8	i
28	Cc1ccccc1NC1(C#N)C(=O)Nc2ccccc21 (centres undefined)	3.5	i	i	i	-2.6	i	i	i	i	-3.1	i
29	Cc1nc(SCC(=O)NC(C)(C)C)c2c(-c3cccs3)csc2n1	-8.7	i	i	i	-27.3	i	i	i	i	18.5	i
30	CCn1cc(CNC(=O)c2cc(COc3ccc(F)cc3Cl)on2)cn1	0.7	i	i	i	-4.0	i	i	i	i	-1.5	i
31	O=C(NCCS(=O)(=O)N1CCN(c2cccc(Cl)c2)CC1)C1CC1	4.1	i	i	i	-12.3	i	i	i	i	7.6	i
32	CC(=O)CCS(=O)(=O)c1ccc(Oc2ccc(S(=O)(=O)CCC(C)=O)cc2)cc1	-1.9	i	i	i	-3.3	i	i	i	i	6.6	i
33	CC(=O)c1ccc(N2CCN(C(=O)c3cc(-c4ccncc4)nc4ccc(Br)cc34)CC2)cc1	9.7	i	i	i	-18.9	i	i	i	i	-5.0	i
34	Cc1[nH]c(=O)c(C#N)c(C)c1CCC(=O)NCc1ccc(Cl)cc1	-5.6	i	i	i	-1.3	i	i	i	i	-3.6	i
35	CC(C)C(=O)Nc1ccc(C(=O)NNC(=O)NC2CCCCC2)cc1	-3.4	i	i	i	-3.8	i	i	i	i	6.6	i
36	O=C(CN1CCCCCC1)Nc1ccc(F)c(F)c1F	-6.6	i	i	i	-13.2	i	i	i	i	-3.7	i
37	Cc1ccc(C)c(C(C)NC(=O)C2CCCC2)c1 (centres undefined)	6.6	i	i	i	-7.8	i	i	i	i	2.4	i
38	O=C(O)/C=C/C(=O)NCc1ccccc1	1.9	i	i	i	-9.8	i	i	i	i	-1.7	i
39	Cc1c(-c2ccccc2Cl)nc2ccccc2c1C(=O)O	20.0	i	i	i	-7.5	i	i	i	i	5.0	i
40	O=C1N(S(=O)(=O)c2ccccc2F)C(=O)C2(CCCC2)N1S(=O)(=O)c1ccccc1F	1.2	i	i	i	-15.2	i	i	i	i	0.4	i
41	COc1cccc(/C=N/n2c(=S)n(C)c3ccccc32)c1OC	-1.5	i	i	i	-15.0	i	i	i	i	-4.3	i
42	CCOC(=O)Nc1ccc(N2CCOCC2)c(S(=O)(=O)N2CCOCC2)c1	-0.6	i	i	i	-4.6	i	i	i	i	4.8	i
43	COc1ccc(OC)c(-c2csc(NC(=O)Cc3cccs3)n2)c1	-0.2	i	-8.83*	i	-5.1	i	i	i	i	4.2	i
44	COC(=O)c1c(C(=O)OC)c2ccncn2c1Cl	-3.3	i	i	i	-4.3	i	i	i	i	8.9	i
45	O=C(Oc1cccnc1)c1ccccc1[N+](=O)[O-]	-0.4	i	i	i	-4.7	i	i	i	i	1.5	i

# Whole records from above.
# CC(C)C(=O)Nc1ccc(C(=O)NNC(=O)NC2CCCCC2)cc1 across the screens: Platelet DG rel = -3.4; KCNQ1 pot = i; KCNK3 inh = i; KCNQ1 inh = i; hERG rescue = -3.8; KCNK9 block = i; TRPC4 PAM = i; TRPC4 block = i; TRPC4 act = i; DYRK1A inh = 6.6; PolyA inh = i
# Cc1ccc(C)c(C(C)NC(=O)C2CCCC2)c1 (centres undefined) across the screens: Platelet DG rel = 6.6; KCNQ1 pot = i; KCNK3 inh = i; KCNQ1 inh = i; hERG rescue = -7.8; KCNK9 block = i; TRPC4 PAM = i; TRPC4 block = i; TRPC4 act = i; DYRK1A inh = 2.4; PolyA inh = i

# The results go on:
cpd	SMILES	Platelet DG rel	KCNQ1 pot	KCNK3 inh	KCNQ1 inh	hERG rescue	KCNK9 block	TRPC4 PAM	TRPC4 block	TRPC4 act	DYRK1A inh	PolyA inh
46	O=c1c([N+](=O)[O-])cccn1Cc1cccc(Br)c1	-1.2	i	i	i	-4.4	i	i	i	i	0.0	i
47	O=C(O)c1ccccc1OCc1ccccc1Br	9.0	i	i	i	-1.4	i	i	i	i	-5.6	i
48	Cc1cccc(NC(=O)COc2cccc3c2CCN(Cc2ccccc2)C3=O)c1C	16.3	i	i	i	-5.5	i	i	i	i	-0.6	i
49	Cc1ncc([N+](=O)[O-])n1CC(=O)Nc1ccccc1	-3.5	i	i	i	-5.5	i	i	i	i	-0.1	i
50	Cn1cc([N+](=O)[O-])c(C(=O)NCc2ccco2)n1	2.6	i	i	i	-4.0	i	i	i	i	-2.3	i
